High-throughput results: PubChem BioAssay, National Center for Advancing Translational Sciences (NCATS)
GLP-1R inv ag: acts as inverse agonist at human GLP-1 receptor; P43220; HEK293 GLP-1R CRE-luciferase, luminescence, 24 h; GLP-1R form is constitutively active; Potency, µM (top dose mostly 38.3 µM), for inactives: at the highest dose activity change, negative = inhibition, usual class: inhibitors; 410,000 compounds, 1.6% hits; AID 624417; further: potency means the concentration at half of the fitted maximal effect; on the % scale 0 is the no-effect control and ±100 the full control effect; nearly all actives have a fitted effect of over 55% in size
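HEK293 cells stably co-expressing a cAMP-responsive luciferase reporter and constitutively active GLP-1R were seeded, incubated 12 h, then exposed to compounds for 24 h at 37 C. Luminescence was read 12 min after detection reagent; inverse agonists lower signal.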
PTHR1 agonist: agonists of human PTHR1 parathyroid hormone receptor | HEK293 GP2 PTHR1 cells, GloSensor cAMP luminescence, 1 h | 410,000 compounds, 0.075% hits | Potency, µM (top dose mostly 115 µM), for the others: at the highest dose activation, hits mostly activators | Q03431; further: potency means the concentration at half of the fitted maximal effect; nearly all actives have a fitted effect of over 55% in size; some results filed as inactive show a strong effect at the top dose; inactives centre near -15; many of its hits are not listed in these tables
Target sequence (Q03431 whole entry, looked up): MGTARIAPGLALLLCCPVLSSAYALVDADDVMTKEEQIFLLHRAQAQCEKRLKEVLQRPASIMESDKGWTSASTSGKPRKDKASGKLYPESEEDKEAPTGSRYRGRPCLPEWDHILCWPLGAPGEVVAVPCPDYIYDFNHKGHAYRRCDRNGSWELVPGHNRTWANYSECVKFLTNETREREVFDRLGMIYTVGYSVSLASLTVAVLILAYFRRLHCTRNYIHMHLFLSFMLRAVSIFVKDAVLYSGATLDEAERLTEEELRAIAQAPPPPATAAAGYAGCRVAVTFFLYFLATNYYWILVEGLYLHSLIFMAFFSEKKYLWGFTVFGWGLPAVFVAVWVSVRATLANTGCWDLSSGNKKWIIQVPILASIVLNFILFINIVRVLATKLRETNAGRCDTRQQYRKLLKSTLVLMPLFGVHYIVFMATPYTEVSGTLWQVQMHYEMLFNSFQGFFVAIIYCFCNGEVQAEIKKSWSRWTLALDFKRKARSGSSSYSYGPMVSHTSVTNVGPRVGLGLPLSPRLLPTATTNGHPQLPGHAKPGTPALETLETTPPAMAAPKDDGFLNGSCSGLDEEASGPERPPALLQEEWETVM
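HEK-293-derived GP2 cells expressing PTHR1 and a GloSensor cAMP reporter, 3,000/well, plated overnight, given luciferin plus IBMX (each 0.5 mM as added) for 1 h at 37 °C, then compound for 1 h at 37 °C. Luminescence was read after 15 min at room temperature.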
aSyn yeast inh: inhibitors of alpha-synuclein toxicity in yeast. Potency, µM (titrated, usually from 46.1 µM), for the others: at the highest dose growth rescue (activation), actives largely listed as activators. Yeast expressing alpha-synuclein, growth rescue, BacTiter-Glo, 24 h. AID 652106. 370,000 compounds, 0.14% hits; further: potency means the concentration at half of the fitted maximal effect; % of control where 0% means no effect; nearly all actives have a fitted effect of over 65% in size
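Readout is rescue of growth in alpha-synuclein-expressing yeast, so inhibitors of toxicity appear as activators. Growth after 24 hr at 30 deg C in galactose medium is quantified by luminescence.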
Abeta rescue: A-beta toxicity reversal in yeast; yeast expressing A-beta42, growth rescue, OD600, 48 h; response scale: 0% DMSO, 100% iron-clioquinol control; Potency, µM (highest dose often 46.1 µM), without a hit: at the top dose growth rescue, actives largely listed as activators; 410,000 compounds, 0.063% hits; further: potency means the concentration at half of the fitted maximal effect; nearly all actives have a fitted effect of over 55% in size
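Yeast A-beta toxicity model in growth medium with pinned compounds, 48 h at 30 C; growth read as absorbance at 600 nm. Normalized to FeCl3/clioquinol equimolar mix (positive) and DMSO (negative).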
pAkt inh: inhibitors of Akt phosphorylation; Neuro2A IGF-stimulated pAkt S473 HTRF, 20 min; hits give low values; activity change, % for hits at 50 µM; 360,000 compounds, 0.32% hits; in the data active means activity change below about -80%; inconclusive means mostly about -51% to -80%; further: on the % scale 0 is the no-effect control and ±100 the full control effect
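Single-point screen (50 µM final compound) in Neuro2A cells stimulated 20 min with 6 nM IGF at 37 deg C. After lysis, Ser473-phosphorylated Akt read by HTRF (ex 330 nm, em 615/665 nm) as the 665/615 ratio.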
TDP43 rescue: TDP-43 toxicity inhibition in yeast; Potency, µM (highest dose often 46.1 µM), for the others: at the highest dose growth rescue (activation), hits mostly activators; TDP-43 expressing yeast growth rescue, BacTiter-Glo, 24 h; 410,000 compounds, 1.8% hits; AID 652104; further: potency means the concentration at half of the fitted maximal effect; % of control where 0% means no effect; nearly all actives have a fitted effect of over 50% in size
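Cell-based yeast growth screen: TDP-43 expression induced in galactose, inoculum OD600=0.02 after raffinose pregrowth to mid-log. Read-out BacTiter-Glo luminescence at 24 hr, 30 deg C; inhibition of toxicity seen as signal increase.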
GLP1R ag: activates the human GLP-1 receptor; P43220; HEK293 GLP-1R CRE-luciferase, luminescence, 4-6 h; cells express a hypersensitive GLP-1R form; Potency, µM (doses to about 45.6 µM), for inactives: top-dose activation, usual class: activators; 380,000 compounds, 0.007% hits; AID 624172; further: potency means the concentration at half of the fitted maximal effect; % of control where 0% means no effect
FUS suppressor: rescues growth of FUS-expressing yeast | AID 1347120 | S. cerevisiae FUS-expressing, growth rescue, OD600, 24 h | 390,000 compounds, 0.24% hits | Potency, µM (doses to about 76.6 µM), for the others: top-dose growth rescue (activation), most hits filed as activators;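 further: potency means the concentration at half of the fitted maximal effect; plate controls were DMSO vehicle for no effect and reference control for full effect; nearly all actives have a fitted effect of over 55% in size; some results filed as inactive show a strong effect at the top dose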
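Compound concentration series was pinned onto galactose-induced FUS-expressing yeast seeded at OD 0.005. Plates sat 24hr at 30C; absorbance at 600 nm gave growth. DMSO served as background control.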
D3 antag: D3 dopamine receptor (human) antagonism; 360,000 compounds, 2.5% hits; P35462; max response, negative = inhibition, %; D3R cells, DiscoveRx beta-arrestin luminescence, antagonist mode; hits give low values; AID 652054; in the data active means max response below about -50%; inconclusive means no clear call, values can overlap the other calls; further: on the % scale 0 is the no-effect control and ±100 the full control effect; mostly tested at two doses, the higher about 12 µM
Target sequence (P35462 whole entry, looked up): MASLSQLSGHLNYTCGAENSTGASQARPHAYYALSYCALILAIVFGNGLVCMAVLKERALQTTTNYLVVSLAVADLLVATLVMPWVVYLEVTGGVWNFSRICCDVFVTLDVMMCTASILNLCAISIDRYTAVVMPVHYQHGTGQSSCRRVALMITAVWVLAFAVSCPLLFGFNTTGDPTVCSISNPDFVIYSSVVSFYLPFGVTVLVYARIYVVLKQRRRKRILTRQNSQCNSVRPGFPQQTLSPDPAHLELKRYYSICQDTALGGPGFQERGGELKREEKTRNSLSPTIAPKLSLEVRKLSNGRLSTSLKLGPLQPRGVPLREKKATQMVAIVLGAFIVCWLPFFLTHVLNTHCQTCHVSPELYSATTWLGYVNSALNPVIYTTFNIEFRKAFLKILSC
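Cells expressing the human receptor were seeded at 1500 cells/well, incubated overnight at 37 degrees C in 5% CO2, then exposed to library compounds with dopamine controls for 90 minutes at 37 degrees C before luminescent detection.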
The depositor's hits bear a star; i = inactive; ? = inconclusive; · = no result given; & = joins results of further samples; ! = a repeat was not active; [ ] = another dose, or the depositor's remark. Unless noted, the call rests on the fitted dose curve; in most records, active means well fitted curve in the direction sought with a large enough effect; inconclusive means small, poorly fitted or top-dose-only effect, or another doubt; inactive means no such curve, though single readings can be large; an effect the other way counts as inactive or inconclusive.

entry	mol	PTHR1 agonist	Abeta rescue	pAkt inh	TDP43 rescue	aSyn yeast inh	D3 antag	FUS suppressor	GLP-1R inv ag	GLP1R ag
1	CC(=O)c1cccc(NC(=O)NCc2ccco2)c1	-18%[57.5 µM]	-7%	i	-13%	-2%	30	46%	0%	-5%
2	CSc1ccccc1C(=O)Nc1nc2ccccc2[nH]1	-17%	-5%	i	-18%	-8%	-15	9%	-1%[0.307 µM]	-15%
3	Nc1ccc2nc(SCC(=O)N3CCOCC3)sc2c1	-8%	2%	i	0%	7%	11	34%	2%	3%
4	COc1ccc(NC(=O)[C@@H]2CC=C[C@@H]3CCN(C4CCCCC4)C(=O)[C@@H]32)cc1	i	6%	i	39%	1%	-14	7%	-11%	1%
5	Cc1csc(NC(=O)c2c(-c3ccccc3)noc2C)n1	-23%	6%	i	?	0%	6	-1%	-29%	7%
6	CC(NC(=O)c1cccc(Cn2cc([N+](=O)[O-])cn2)c1)c1ccc(C(C)(C)C)cc1 (configuration not stated)	-12%[57.5 µM]	?	i	-17%	0%	-13	14%	0%	8%
7	N/C(=N/O)C(c1ccccc1)c1ccccc1	-6%	10%	i	22%	3%	-2	-15%	2%	-3%
8	CC(=O)N1N=C(c2ccc3ccccc3c2)OC12CCCC2	-16%	-31%	i	12%	-3%	5	-17%	?	-2%
9	CC(=O)c1ccc(N2CCN(C(=O)Nc3ccc(C(C)C)cc3)CC2)cc1	-47%&-53%[inhibitor]	-14%&-8%	i	18µM*!	-23%	6	15%&37%	?	6%
10	Cc1ccc(C(=O)Nc2ccc3c4c(cccc24)CC3)cc1[N+](=O)[O-]	i	-8%	i	-8%	-16%	-6	-13%	-18%	-16%
11	Cc1ccc(C(=O)COC(=O)CN2C(=O)C3C4CCC(C4)C3C2=O)cc1[N+](=O)[O-] (configuration not stated)	-7%	-12%	i	0%	6%	-23	·	5%	-1%
12	CCOc1ccc(NC2=NCC(=O)N2Cc2cccs2)cc1	i	25%	i	6%	-10%	26	0%	5%	5%
13	O=C(NC1CCN(Cc2ccccc2)CC1)c1ccc(CS(=O)c2ccc(F)cc2)o1 (configuration not stated)	i	-6%	i	11%	-4%	?	20%	-22%	0%
14	Cc1ccc(-c2nnc3ccccc3c2C(=O)Nc2ccc(C)c(F)c2)cc1	i	0%	·	6%	·	·	0%	10%	·
15	COC(=O)[C@]1(Cc2ccccc2)N[C@H](CN(C)S(=O)(=O)c2ccc(C(C)(C)C)cc2)[C@@H]2C(=O)N(Cc3ccccc3)C(=O)[C@@H]21	28%	-7%	i	-11%	2%	2	40%	-3%	-4%
16	O=C(OCc1nnn(Cc2ccccc2)c1-c1c(COC(=O)c2ccccc2)nnn1Cc1ccccc1)c1ccccc1	i	-1%	i	9%	-1%	-8	16%	?	-1%
17	Cc1cccc(OCC(=O)NCC2(N3CCN(C)CC3)CCCCC2)c1C	28%	0%	·	-2%	·	·	5%	7%	·
18	COc1ccccc1CCNC(=O)C(=O)c1cn(CC(=O)N2CCCC2)c2ccccc12	i	11%	i	-18%	2%	-20	?	?	5%
19	Cc1ccsc1/C=N/NC(=O)c1nnn(-c2nonc2N)c1CN(C)c1ccccc1	-33%[inhibitor]	7%	i	1%	-3%	1	12%	11µM*	1%
20	CCN(c1cccc(C)c1)c1ncnc2nc[nH]c12	-10%	-2%	i	?	0%	-4	0%	2%	0%
21	Fc1ccc(-c2nnc(-c3ccc4ccccc4c3)o2)cc1	-35%[inhibitor]	17%	i	17%	-6%	-8	14%	?	0%
22	COc1ccc(S(=O)(=O)NC(CC(=O)NCC2CCCO2)c2ccco2)cc1 (configuration not stated)	i	5%[9.22 µM]	i	6%	0%	41	-35%	3%	-1%
23	COC(=O)Cc1cc(=O)[nH]c(Nc2nc3ccccc3o2)n1	i	3%	i	14%	4%	-9	53%	1%	3%
24	CCCc1nnc(NC(=O)CCC(=O)NCCc2ccc(OC)c(OC)c2)s1	0%	-15%	i	-18%	-11%	4	?	9%	3%
25	CSCC[C@@H](C(=O)NCCCCCCCCCCC(=O)N1CCN(C(=O)OC(C)(C)C)CC1)n1cc(CCO)nn1	-50%[inhibitor]	-10%	i	2%	-9%	77	28%	?	-12%
26	COC(=O)CNC(=O)C12CC3CC(C1)CC(c1ccc(C)cc1)(C3)C2	-1%	12%	i	24%	1%	-1	11%	-21%	0%
27	Cc1ccccc1Cn1nnc2sc3c(c2c1=O)CCCC3	-1%	4%	·	14%	·	·	6%	?	·
28	CCCc1ccc(-c2ccc(/C=C/C(=O)O)cc2)nc1	-31%[inhibitor]	-6%	i	4%	19%	24	·	?	0%
29	Cc1ccc(CNC(=O)C2CC(c3ccc(C(F)(F)F)cc3)=NO2)o1 (configuration not stated)	i	-12%	i	3%	0%	54	-12%	-11%	-2%
30	CS(=O)(=O)c1ncc(Cl)c(C(=O)Nc2c(C(=O)c3ccc(Cl)cc3)oc3ccccc23)n1	i	-3%	·	7%	·	·	8%	15%	·
31	Cc1ccccc1C(=O)OCc1cc(=O)n2nc(C3CC3)sc2n1	i	0%	·	9%	·	·	6%	8%	·
32	CCOCCCn1c(SCC(=O)Nc2cc(C(C)(C)C)nn2-c2ccccc2)nc2ccccc2c1=O	-14%	20%	i	11%	-8%	4	-28%	-8%	-1%
33	CN(C)c1cccc(C(=O)Nc2nc3ccccc3[nH]2)c1	-92%[inhibitor]	-3%	i	-36%[inhibitor]	-18%	?	31%	3.5µM*	-5%
34	COc1ccc(C(=O)Nc2ccc(N3CCN(Cc4ccccc4)CC3)cc2)cc1	i	-12%	i	-1%	-3%	-10	14%	7%	13%
35	COC(=O)c1ccccc1NC(=O)Nc1ncccc1C	i	-8%	i	-2%	-4%	8	-9%	-14%	-2%
36	O=C(COc1ccccc1F)Nc1ccc(S(=O)(=O)NCc2ccco2)cc1	-2%[57.5 µM]	19%	i	-3%	0%	18	12%	1%	5%
37	Cc1onc(-c2ccccc2)c1C(=O)NNC(=S)NC(=O)/C=C/c1cccs1	i	3%	i	13%	0%	?	10%	-17%	-28%
38	CCc1ccc(C2C3=C(CC(C)(C)CC3=O)Nc3c2c(=O)[nH]c2nc(C)nn32)cc1 (configuration not stated)	-14%[57.5 µM]	3%	i	14%	17%	-14	28%	0%	5%
39	CCc1ccccc1NC(=O)C1CCCN(c2ncnc3onc(-c4ccc(F)cc4)c23)C1 (configuration not stated)	-12%	-5%	i	24%	4%	39	-23%	19%	-1%
40	COc1cc(/C=N\NC(=O)c2sc(N)nc2C)cc(OC)c1OC	i	6%	i	6%	5%	41	-5%	255%[activator]	24%
41	Cc1ccc(-c2nnc(Nc3ccc(O)cc3)c3ccccc23)cc1S(=O)(=O)N1CCN(C)CC1	i	-3%	·	0%	·	·	13%	-2%	·
42	COc1cccc(CNC(=O)c2cccc(S(=O)(=O)N3CCN(Cc4ccccc4)CC3)c2)c1	-14%	5%	i	16%	2%	-16	·	?	-32%
43	Clc1ccccc1/C=C/c1nc(-c2ccccn2)no1	-38%[inhibitor]	0%	i	-5%[1.82 µM]	-4%	-10	4%	?	-4%
44	COc1cc(/C=C2/SC(=Nc3ccc(O)cc3)NC2=O)cc(OC)c1O	-21%	13%	i	-6%	-10%	-9	?	97%[activator][7.66 µM]	?
45	CCO[C@H]1OC(C(=O)N2CCCCCCC2)=C[C@@H](c2csc3ccccc23)[C@@H]1CCCO	i	4%	i	6%	7%	2	?	?	7%
46	O=C(COC(=O)/C=C/c1ccccc1[N+](=O)[O-])NC1CCS(=O)(=O)C1 (configuration not stated)	i	-24%	i	-17%	-7%	-15	-2%	7%	0%
47	CCOC(=O)CC(NS(=O)(=O)c1ccc2[nH]cc(C(=O)O)c(=O)c2c1)c1ccc(OCC)c(OC)c1 (configuration not stated)	i	-15%	i	-13%	-6%	9	-7%	11%	-1%
48	C=CCNC(=S)NNc1nc2sc3c(c2c(=O)[nH]1)CC(C)(C)OC3	i	1%	i	2%	-8%	15	-6%	29%	-3%
49	CCOC(=O)c1cnc(-n2nc(C)cc2C)nc1NC1CCCC1	-27%	-57%[inhibitor]	i	-20%	20%	-29	26%	2.5µM*	17%
50	COc1ccc(N(C(=O)CNC(=O)c2ccco2)C(C(=O)NC2CCCCC2)c2ccncc2)cc1 (configuration not stated)	-2%	4%	i	-4%	0%	8	4%	3%	-1%
51	CCN(CC)c1c(C)nc2ccc(C(=O)NCc3ccc4c(c3)OCO4)cn12	i	16%	i	19%	1%	10	-8%	15%	13%

3 compounds out of the list, sorted by count of non-hydrogen atoms, lowest first.
entry	mol	PTHR1 agonist	Abeta rescue	pAkt inh	TDP43 rescue	aSyn yeast inh	D3 antag	FUS suppressor	GLP-1R inv ag	GLP1R ag
3	Nc1ccc2nc(SCC(=O)N3CCOCC3)sc2c1	-8%	2%	i	0%	7%	11	34%	2%	3%
12	CCOc1ccc(NC2=NCC(=O)N2Cc2cccs2)cc1	i	25%	i	6%	-10%	26	0%	5%	5%
44	COc1cc(/C=C2/SC(=Nc3ccc(O)cc3)NC2=O)cc(OC)c1O	-21%	13%	i	-6%	-10%	-9	?	97%[activator][7.66 µM]	?

This is a subset, so the mix of outcomes need not match the whole.
